High-throughput results (PubChem BioAssay)
SENP8 block-1: SENP8 protease inhibitors, primary screen, biochemical, luminescence; Sentrin-specific protease 8 (Homo sapiens), Q96LD8; purified SENP8, Z-RLRGG-aminoluciferin cleavage; inhibition, % at 10 µM; 330,000 tested, 1.2% active; AID 2540, 2010; in the data active means inhibition above about 50%
SENP6 inh: SENP6 protease inhibitors, primary screen, biochemical, luminescence, uHTS; Sentrin-specific protease 6 (Homo sapiens), Q9GZR1; 330,000 tested, 1.8% active; Recombinant SENP6 catalytic domain, aminoluciferin luminescence; inhibition, % at 10 µM;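 active means inhibition above about 50% at the single tested dose, limit read from the data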;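 further: plate controls were DMSO wells with enzyme for no effect and DMSO wells lacking enzyme for full effect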
SENP7 block: SENP7 protease inhibitors, primary screen, biochemical, luminescence, uHTS | 330,000 tested, 1.5% active | inhibition, % at 5 µM | Sentrin-specific protease 7 (Homo sapiens), Q9BQF6 | recombinant SENP7, Z-RLRGG-aminoluciferin luminescence, 40 min;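 active means inhibition above about 50% at the single test dose, limit read from the data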;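 further: plate controls were DMSO with enzyme for no effect and no enzyme buffer wells for full effect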
Target sequence (Q9BQF6 706-1050 limits assumed): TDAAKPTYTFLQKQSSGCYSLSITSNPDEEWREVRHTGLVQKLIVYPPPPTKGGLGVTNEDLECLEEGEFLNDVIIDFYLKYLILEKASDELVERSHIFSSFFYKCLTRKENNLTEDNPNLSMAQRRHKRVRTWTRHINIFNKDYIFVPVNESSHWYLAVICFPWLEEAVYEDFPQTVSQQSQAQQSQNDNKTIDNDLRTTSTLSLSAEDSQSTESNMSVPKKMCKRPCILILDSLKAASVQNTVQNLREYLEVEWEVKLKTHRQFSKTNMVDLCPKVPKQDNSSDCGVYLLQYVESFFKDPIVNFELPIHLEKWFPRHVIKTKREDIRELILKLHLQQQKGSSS
UBC13 inh: UBC13 polyubiquitin chain formation inhibitors, primary screen, biochemical, TR-FRET, uHTS; Ubiquitin-conjugating enzyme E2 N (Homo sapiens), P61088; inhibition, % at 20 µM; 330,000 tested, 0.47% active; AID 485273, 2010; in the data active means inhibition above about 45%, passing the limit was not always enough
APOBEC3G inh: APOBEC3G DNA deaminase inhibitors, primary screen, biochemical, fluorescence, single-stranded DNA substrate, uHTS; 330,000 tested, 0.28% active; recombinant A3G, ssDNA deamination FAM/TAMRA fluorescence; inhibition, % at 20 µM; AID 493012, 2011;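 active means inhibition of at least 40% at 20 µM, with no more than 30% in the related APOBEC3A deaminase screen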;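 further: plate controls were DMSO wells with A3G for no effect and wells lacking A3G enzyme for full effect; some compounds called inactive have numbers as strong as hits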
Target sequence (Q9HC16 whole entry, looked up): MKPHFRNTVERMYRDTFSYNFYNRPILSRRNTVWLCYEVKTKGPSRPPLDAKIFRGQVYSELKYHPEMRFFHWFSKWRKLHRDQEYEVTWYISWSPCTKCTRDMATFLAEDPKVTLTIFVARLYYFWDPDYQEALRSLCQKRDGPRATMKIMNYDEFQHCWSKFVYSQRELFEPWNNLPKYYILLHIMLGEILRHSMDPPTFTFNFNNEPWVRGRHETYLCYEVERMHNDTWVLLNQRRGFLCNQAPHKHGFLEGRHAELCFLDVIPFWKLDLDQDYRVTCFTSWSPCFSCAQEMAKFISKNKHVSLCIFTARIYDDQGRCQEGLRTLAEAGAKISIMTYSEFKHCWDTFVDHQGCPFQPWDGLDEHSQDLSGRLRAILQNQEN
Apaf1 inhib: inhibitors of human Apaf-1 apoptosome, primary screen, biochemical, DEVD-Rh110 fluorescence, uHTS; Apoptotic protease-activating factor 1 (Homo sapiens), O14727; reconstituted apoptosome caspase-3 activity; inhibition, % at 20 µM; 330,000 tested, 0.71% active; AID 489030, 2010; active means inhibition of at least 40% at 20 µM;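 further: plate controls were DMSO wells for no effect and DEVD-CHO caspase inhibitor wells for full effect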
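Medium: Hepes buffer, pH 7.5 / System: biochemical Apaf-1 apoptosome reconstitution / Measured by: Rh110 fluorescence, excitation 480 nm, emission 540 nm / Times: compound with Apaf-1, dATP, procaspase-3 30 min, then 50 min reaction, room temperature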
SENP8 block-2: human SENP8 protease inhibitors, primary screen, biochemical, fluorescence, Nedd8 protein substrate, uHTS | Sentrin-specific protease 8 (Homo sapiens), Q96LD8 | recombinant SENP8 | inhibition, % at 20 µM | 360,000 tested, 0.64% active | AID 602440, 2012; in the data active means inhibition mostly above about 40%, no sharp cut-off; inactive means mostly below about 27%
SENP1 FRET inh: human SENP1 catalytic domain inhibitors, primary screen, biochemical, FRET, uHTS. Sentrin-specific protease 1 (Homo sapiens), Q9P0U3. recombinant SENP1 catalytic domain, CyPet-SUMO1-YPet FRET cleavage. inhibition, % at 10 µM. 360,000 tested, 0.21% active;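 active means inhibition at least 30% at 10 µM, raw YFP signal under a set limit, fluorescence ratio 0.5 to 1.5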;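 further: 0% = enzyme with DMSO and 100% = no enzyme wells; some results filed as inactive read as strong as hits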
Target sequence (Q9P0U3 419-644 limits assumed): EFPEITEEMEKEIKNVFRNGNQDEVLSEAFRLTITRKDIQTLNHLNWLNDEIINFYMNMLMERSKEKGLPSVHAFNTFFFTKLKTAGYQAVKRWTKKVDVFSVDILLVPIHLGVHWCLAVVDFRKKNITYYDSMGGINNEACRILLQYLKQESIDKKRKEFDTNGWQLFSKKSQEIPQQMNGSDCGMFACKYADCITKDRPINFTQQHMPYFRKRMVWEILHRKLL
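Test system: recombinant human SENP1 catalytic domain, His6-tagged / Medium: pH 8 Tris buffer with EDTA, NaCl, BME, BSA, NP40, catalase / Also added: SUMO1 FRET substrate flanked by Cypet and Ypet, 25 nM / Times: 50 min reaction at room temperature / Signal: FRET, CFP and YFP emission / Control set: no-enzyme low control and enzyme-plus-DMSO high control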
Starred values were filed as active, the others as inactive; x = not tested or not shown.

[1] CCOC(=O)/C=C1\SCC(=O)N1CC(=O)NC(C)c1ccc(F)cc1 (configuration not stated)
[2] Cc1cccc(NS(=O)(=O)c2ccc(-n3cccn3)cc2)c1C
[3] O=C(NC1CCCC1)c1ccc(CS(=O)(=O)c2cccc(C(F)(F)F)c2)o1
[4] N/C(=N\OC(=O)CCC1CCCC1)c1ccc(Br)cc1
[5] Cc1ccc(NC(=O)CCNS(=O)(=O)c2cc(Br)cnc2N)c(Cl)c1
[6] Cc1noc(C)c1COC(=O)CCN1c2ccccc2Sc2ccccc21
[7] Cn1c(=O)cc(SCC(=O)NCc2ccc(F)cc2)c2ccccc21
[8] COc1ccc(N2C(=NC(=O)C3CCCCC3)SC3CS(=O)(=O)CC32)c(OC)c1 (configuration not stated)
Compound,1,2,3,4,5,6,7,8
SENP1 FRET inh,0,3,-3,2,x,3,-1,1
SENP8 block-1,-3,-10,-5,-5,-12,-13,-4,0
UBC13 inh,11,-2,-1,9,-10,2,14,-5
SENP6 inh,-9,-11,3,-19,-22,2,5,5
Apaf1 inhib,-3,12,-11,-6,-5,22,-5,2
APOBEC3G inh,-6,-6,-4,-7,-4,-3,-4,0
SENP8 block-2,3,10,4,4,x,-97,-13,4
SENP7 block,4,13,2,-7,-4,-3,48,-3

Nos. 6–8 from above:
[6] Cc1noc(C)c1COC(=O)CCN1c2ccccc2Sc2ccccc21
[7] Cn1c(=O)cc(SCC(=O)NCc2ccc(F)cc2)c2ccccc21
[8] COc1ccc(N2C(=NC(=O)C3CCCCC3)SC3CS(=O)(=O)CC32)c(OC)c1 (configuration not stated)
Compound,6,7,8
SENP1 FRET inh,3,-1,1
SENP8 block-1,-13,-4,0
UBC13 inh,2,14,-5
SENP6 inh,2,5,5
Apaf1 inhib,22,-5,2
APOBEC3G inh,-3,-4,0
SENP8 block-2,-97,-13,4
SENP7 block,-3,48,-3

(next part)
[9] O=C(/C=C/c1ccco1)NCC1COc2ccccc2O1 (configuration not stated)
[10] CCCOc1ccc(C2C(=O)N(C3CCCCCC3)CC(=O)N2Cc2ccco2)cc1OC (configuration not stated)
[11] Cc1ncsc1CCOC(=O)c1ccccc1
[12] Cc1ccc(C2c3[nH]c4ccccc4c3C[C@H]3C(=O)N(c4ccccc4C(=O)N4CCC[C@H]4C(=O)O)C(=O)N23)cc1 (some centres not stated)
[13] COc1ccc(C(=O)C2CCCN(C(=O)c3ccoc3C)C2)cc1F (configuration not stated)
[14] O=C(Nc1ccccc1F)c1oc2ccccc2c1NC(=O)C1CC1
[15] O=S(=O)(/C=C/c1ccccc1)N1CCN(c2nc(-c3ccccc3)nc3ccccc23)CC1
[16] O=C(NCCCCNCCCNC(=O)c1ccccc1)c1ccccc1
Compound,9,10,11,12,13,14,15,16
SENP1 FRET inh,-14,-2,2,-55,-1,-1,-1,-2
SENP8 block-1,2,4,3,1,1,-8,-9,0
UBC13 inh,-1,-5,8,-18,-7,-2,-25,4
SENP6 inh,4,4,24,2,3,-17,-15,6
Apaf1 inhib,-9,2,-15,-1,-4,5,-6,-8
APOBEC3G inh,-6,-1,-9,-8,-1,-6,-7,-2
SENP8 block-2,-4,13,14,43*,29,-20,-16,13
SENP7 block,-6,3,21,-1,13,-7,2,-2

[17] Nn1cnc2c(c1=O)C1(CCCCC1)Cc1ccccc1-2
[18] O=S(=O)(Nc1nc2ccc(S(=O)(=O)N3CCCC3)cc2s1)c1ccc(F)cc1
[19] CCc1ccc(NC(=O)COn2nnc3ccc(S(=O)(=O)N(C)C)cc32)cc1
[20] COc1cc2ccccc2cc1C(=O)Nc1ccccc1C
[21] O=C(N=C1SC2CS(=O)(=O)CC2N1Cc1ccc(F)cc1)C1CC1 (configuration not stated)
[22] O=C(COc1ccc(S(=O)(=O)N2CCCCC2)cc1)NC1CCCCC1
[23] CC(C)OC(=O)c1cc2c(=O)[nH]c(C(Cl)(Cl)Cl)nc2o1
[24] CCOCCCNC(=O)Cc1ccc(-n2c(CC)nc3cccnc32)cc1
Compound,17,18,19,20,21,22,23,24
SENP1 FRET inh,2,-22,3,-1,1,-1,1,-6
SENP8 block-1,-12,2,-4,1,9,-9,-7,-1
UBC13 inh,-1,-1,2,7,-6,-12,-2,0
SENP6 inh,-16,4,0,3,-9,-16,-17,9
Apaf1 inhib,23,12,9,13,-3,9,0,8
APOBEC3G inh,-11,-2,3,-1,-2,-9,3,-4
SENP8 block-2,36,-128,15,9,7,18,-4,-42
SENP7 block,-6,4,6,0,-1,-11,4,7

[25] CC(C)CN1C(=O)c2ccc(C(=O)Nc3ccccn3)cc2C1=O
[26] CC(=O)Nc1ccc(Nc2ncnc3c2nnn3Cc2ccccc2Cl)cc1
[27] O=C(COC(=O)C12CC3CC(CC(O)(C3)C1)C2)Nc1ccc(Br)cc1F
[28] CC(=O)c1c(OCC(=O)N(C)C2CCCCC2)ccc2c(C)cc(=O)oc12
[29] CCOC(=O)C1=C(O)C(=O)NC(c2ccccc2)=C(OC2CCCCC2)C1
[30] O=C(NC(=S)Nc1ccccc1N1CCCC1)c1ccco1
[31] Cc1ccc(NC(=S)N2CCc3[nH]c4ccccc4c3C2)cc1
[32] COc1ccccc1N1CCN(C(=O)c2c(-c3ccccc3)noc2C)CC1
Compound,25,26,27,28,29,30,31,32
SENP1 FRET inh,2,0,1,2,-2,-37,-18,-1
SENP8 block-1,0,-9,-5,2,-3,8,-9,-1
UBC13 inh,7,5,1,8,-6,-15,6,6
SENP6 inh,-1,-11,11,2,7,31,-16,-6
Apaf1 inhib,5,2,9,-6,15,13,10,8
APOBEC3G inh,-4,-4,-6,-12,-1,-2,-4,-5
SENP8 block-2,23,-28,7,-90,-31,-8,2,21
SENP7 block,8,-11,-4,5,8,15,-7,3

Quoted from the listing:
cpd 27 in SENP8 block-1 = -5
cpd 31 in Apaf1 inhib = 10
cpd 26 in SENP6 inh = -11
cpd 28 in UBC13 inh = 8

Remaining list, next part:
[33] CCOC(=O)/C(=C/Nc1ccc(F)cc1)[N+](=O)[O-]
[34] COc1ccc(-c2sc3ccccc3c2/C=C/c2ccc(OC)c(OC)c2)cc1
[35] CC(C)(C)c1cnnn1-c1ccc(C=O)cc1
[36] Cc1ccc2c(c1)c(-c1ccccc1)nc1nnnn12
[37] CCOC(=O)N1CCC(NC(=O)CCc2nc(-c3ccccc3F)no2)CC1
[38] O=c1[nH]c(Cc2ccc(Cl)cc2)nc2ccccc12
[39] Cc1cccc(NC(=O)CN2CCN(C(=O)C(C)Oc3ccc(C#N)cc3)CC2)c1C (configuration not stated)
[40] Cc1[nH]c2ccc(F)cc2c1CCN(Cc1ccco1)C(=S)NC(C)(C)C
Compound,33,34,35,36,37,38,39,40
SENP1 FRET inh,3,-1,-2,2,1,1,1,-1
SENP8 block-1,-2,-7,0,-1,-6,-11,-9,-11
UBC13 inh,-1,-10,14,16,-9,9,10,-1
SENP6 inh,8,2,-8,-2,-14,-9,-4,-22
Apaf1 inhib,-5,10,0,-2,6,-16,3,19
APOBEC3G inh,-6,-4,1,-4,-5,-6,0,-5
SENP8 block-2,5,-493,9,12,6,13,10,4
SENP7 block,12,6,5,-17,-3,-5,5,-7

[41] COc1ccc(NC(=O)CSc2nccn2Cc2ccccc2)c(OC)c1
[42] COc1ccc(C)cc1NC(=O)CCCN1C(=O)CCC1=O
[43] CN(C(=S)NC(=O)c1ccc(Br)o1)c1ccccc1
[44] COC1=CC(=O)C(O)=C(CCCCCCC/C=C/CCCCCCCC2=C(O)C(=O)C=C(OC)C2=O)C1=O
[45] CCCn1c(CN2CCN(C(=O)OCC)CC2)nc2cc(NC(C)=O)ccc21
[46] O=C(NCc1cccnc1)Nc1ccccc1C(F)(F)F
[47] CCCCc1ccc(NC(=O)CN2NS(=O)(=O)c3ccccc3C2=O)cc1
[48] CCOC(=O)C(=O)NNc1ccc(F)cc1
Compound,41,42,43,44,45,46,47,48
SENP1 FRET inh,2,2,1,9,-14,1,-3,-1
SENP8 block-1,2,-2,-8,28,-6,2,-19,-10
UBC13 inh,-4,-2,5,-53,-8,1,-6,-1
SENP6 inh,-6,-4,-13,3,-6,-6,-2,-29
Apaf1 inhib,18,-17,-3,12,1,5,12,8
APOBEC3G inh,3,-6,-5,42,-6,-6,-8,-3
SENP8 block-2,9,1,11,28,7,7,11,19
SENP7 block,-2,-2,-2,-3,-7,7,-9,-3

[49] CC(=O)c1cccc(NC(=O)CSc2nc(C3CC3)nc3ccccc23)c1
[50] CCCCN(C(=O)CSc1nnc(-c2ccccc2)o1)c1c(N)n(CCC)c(=O)[nH]c1=O
[51] Cc1cc(C)n(-c2ncccc2[N+](=O)[O-])n1
[52] Cc1ccc2c(C)c(C(=O)N3CCN(Cc4ccc5c(c4)OCO5)CC3)oc2c1C
[53] Cc1cc(SCC(=O)N/N=C/c2ccc(O)cc2O)c(C)cc1Br
[54] COc1ccc(OCC(=O)N/N=C/C=C/c2ccccc2)cc1
[55] CC1Cc2nc(SCC(=O)NC3CCCCC3)n(C)c(=O)c2S1 (configuration not stated)
Compound,49,50,51,52,53,54,55
SENP1 FRET inh,0,-1,0,1,-2,0,-2
SENP8 block-1,4,1,-3,-9,-5,-3,9
UBC13 inh,4,5,1,7,-11,7,-4
SENP6 inh,-3,-11,-9,9,-4,-7,24
Apaf1 inhib,0,-7,-10,25,13,-1,-8
APOBEC3G inh,-6,-5,0,-9,0,-5,-3
SENP8 block-2,11,5,8,8,7,5,-2
SENP7 block,1,6,-1,4,7,0,-8

Arranged by number of heavy atoms (largest number first): 3 of the compounds above
[50] CCCCN(C(=O)CSc1nnc(-c2ccccc2)o1)c1c(N)n(CCC)c(=O)[nH]c1=O
[53] Cc1cc(SCC(=O)N/N=C/c2ccc(O)cc2O)c(C)cc1Br
[54] COc1ccc(OCC(=O)N/N=C/C=C/c2ccccc2)cc1
Compound,50,53,54
SENP1 FRET inh,-1,-2,0
SENP8 block-1,1,-5,-3
UBC13 inh,5,-11,7
SENP6 inh,-11,-4,-7
Apaf1 inhib,-7,13,-1
APOBEC3G inh,-5,0,-5
SENP8 block-2,5,7,5
SENP7 block,6,7,0
